# Compound activity as filed in PubChem.
# FUS suppressor: qHTS for Suppressors of FUS Proteinopathy: Primary screen using FUS-linked yeast assay | 390,000 tested, 0.24% active | Potency, µM (series often up to 76.6 µM), for the others: top-dose growth rescue (activation), most hits filed as activators | AID 1347120, 2019 | S. cerevisiae FUS-expressing, growth rescue, OD600, 24 h;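 note: plate controls were DMSO vehicle for no effect and reference control for full effect; nearly all actives have a fitted effect of over 55% in size; some results filed as inactive show a strong effect at the top dose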
#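 Cultures pregrown in 2.5% raffinose medium are shifted to minimal medium containing 2% galactose to express toxic FUS. Compounds are tested at several concentrations. After 24hr at 30C, growth is quantified at 600 nm absorbance.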
# aSyn yeast inh: qHTS of alpha-syn Inhibitors; Potency, µM (titrated, usually from 46.1 µM), without a hit: at the highest dose growth rescue (activation), most hits filed as activators; Yeast expressing alpha-synuclein, growth rescue, BacTiter-Glo, 24 h; AID 652106, 2013; 370,000 tested, 0.14% active; note: % of control where 0% means no effect; nearly all actives have a fitted effect of over 65% in size
#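 Screening used galactose-induced yeast with toxic alpha-synuclein levels, exposed to compound for 24 hr at 30 deg C. Cell growth, read with BacTiter-Glo luminescence, gave the measured signal.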
# PTHR1 agonist: qHTS for PTHR1 Agonists: Primary Screen | Parathyroid hormone/parathyroid hormone-related peptide receptor (Homo sapiens), Q03431 | Potency, µM (series often up to 115 µM), for inactives: top-dose activation, usual class: activators | 410,000 tested, 0.075% active | HEK293 GP2 PTHR1 cells, GloSensor cAMP luminescence, 1 h; note: nearly all actives have a fitted effect of over 55% in size; some results filed as inactive show a strong effect at the top dose; inactives centre near -15; many of its hits are not listed in these tables
#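 HEK-293-derived GP2 cells expressing PTHR1 and a GloSensor cAMP reporter, 3,000/well, plated overnight, given luciferin plus IBMX (each 0.5 mM as added) for 1 h at 37 °C, then compound for 1 h at 37 °C. Luminescence was read after 15 min at room temperature.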
# EPAC2 antag: qHTS for Antagonist of cAMP-regulated guanine nucleotide exchange factor 2 (EPAC2): primary screen | EPAC2 GEF exchange of Rap1B-BODIPY-GDP, fluorescence | Potency, µM (titrated, usually from 114 µM), without a hit: at the highest dose activity, negative = inhibition, hits mostly inhibitors | AID 720708, 2013 | Rap guanine nucleotide exchange factor 4 (Homo sapiens), Q8WZA2 | 360,000 tested, 0.18% active; note: % is set by controls: 0 for no effect and ±100 for the full control effect; nearly all actives have a fitted effect of over 45% in size; many of its hits are not listed in these tables
# TDP43 rescue: qHTS of TDP-43 Inhibitors; TDP-43 expressing yeast growth rescue, BacTiter-Glo, 24 h; Potency, µM (top dose mostly 46.1 µM), inactives show at the top dose growth rescue (activation), hits mostly activators; 410,000 tested, 1.8% active; note: % of control where 0% means no effect; nearly all actives have a fitted effect of over 50% in size
#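 Cell-based yeast growth screen: TDP-43 expression induced in galactose, inoculum OD600=0.02 after raffinose pregrowth to mid-log. Read-out BacTiter-Glo luminescence at 24 hr, 30 deg C; inhibition of toxicity seen as signal increase.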
# EPAC2 ag: qHTS for Agonist of cAMP-regulated guanine nucleotide exchange factor 4 (EPAC2): primary screen. EPAC2 activation, biochemical qHTS; response scale: 100% = 6.5 mM cAMP response. Potency, µM (doses to about 154 µM), for the others: at the highest dose activation, actives largely listed as activators. 360,000 tested, 0.079% active. Rap guanine nucleotide exchange factor 4 (Homo sapiens), Q8WZA2. AID 720711, 2013; note: nearly all actives have a fitted effect of over 50% in size
#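 qHTS, titration series. 100 nM EPAC2 / 250 nM Rap1B-BODIPY-GDP / 50 uM GDP; RT; ex 480/em 540 nm, 5-min reads to 30 min. Norm. to 6.5 mM cAMP = activation.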
# EPAC1 antag: qHTS for Antagonist of cAMP-regulated guanine nucleotide exchange factor 3 (EPAC1): primary screen | Potency, µM (doses to about 115 µM), inactives show at the top dose activity change, negative = inhibition, most hits filed as inhibitors | EPAC1 GEF assay, Rap1b-BODIPY-GDP exchange fluorescence | 360,000 tested, 0.14% active | Rap guanine nucleotide exchange factor 3 (Homo sapiens), O95398;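 note: plate controls were vehicle for no effect and positive control for full effect; nearly all actives have a fitted effect of over 50% in size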
# Target sequence (O95398 whole entry, looked up): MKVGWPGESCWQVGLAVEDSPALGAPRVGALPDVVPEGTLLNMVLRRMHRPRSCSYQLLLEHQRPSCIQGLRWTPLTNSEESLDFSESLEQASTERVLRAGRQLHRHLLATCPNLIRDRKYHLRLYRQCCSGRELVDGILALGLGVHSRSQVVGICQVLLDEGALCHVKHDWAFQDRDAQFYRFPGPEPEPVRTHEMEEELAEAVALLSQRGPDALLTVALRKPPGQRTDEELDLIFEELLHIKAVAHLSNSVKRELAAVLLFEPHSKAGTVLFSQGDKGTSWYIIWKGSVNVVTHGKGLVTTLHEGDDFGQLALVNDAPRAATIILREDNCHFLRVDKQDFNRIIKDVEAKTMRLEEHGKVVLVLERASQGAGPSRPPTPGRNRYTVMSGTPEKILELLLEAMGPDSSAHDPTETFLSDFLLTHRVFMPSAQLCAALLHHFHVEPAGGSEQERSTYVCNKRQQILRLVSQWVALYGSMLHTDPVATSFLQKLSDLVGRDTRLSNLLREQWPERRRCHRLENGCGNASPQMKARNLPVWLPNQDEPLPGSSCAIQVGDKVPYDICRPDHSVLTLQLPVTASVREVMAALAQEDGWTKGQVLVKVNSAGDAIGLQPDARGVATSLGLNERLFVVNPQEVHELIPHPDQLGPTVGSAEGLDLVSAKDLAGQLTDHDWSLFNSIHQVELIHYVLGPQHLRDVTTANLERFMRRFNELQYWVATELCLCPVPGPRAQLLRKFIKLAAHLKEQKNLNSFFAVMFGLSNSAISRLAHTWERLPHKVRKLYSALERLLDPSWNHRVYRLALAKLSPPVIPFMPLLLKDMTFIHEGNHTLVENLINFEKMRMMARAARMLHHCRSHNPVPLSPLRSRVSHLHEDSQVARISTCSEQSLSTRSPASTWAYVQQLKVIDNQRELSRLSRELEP
# EPAC1 ag: qHTS for Agonist of cAMP-regulated guanine nucleotide exchange factor 3 (EPAC1): primary screen | Rap guanine nucleotide exchange factor 3 (Homo sapiens), O95398 | EPAC1 agonist qHTS, biochemical assay; response scale: 100% = response to 6.5 mM cAMP | Potency, µM (top dose mostly 154 µM), without a hit: at the highest dose activation, most hits filed as activators | 360,000 tested, 0.073% active; note: nearly all actives have a fitted effect of over 60% in size
#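 Normalized to 6.5 mM cAMP, activity reflects EPAC1-catalysed release of BODIPY-GDP from Rap1B, followed kinetically over 30 min at 480 nm excitation, 540 nm emission. Reaction contained 100 nM EPAC1, 250 nM Rap1B-BODIPY-GDP, 50 uM GDP.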
# Starred values were filed as active, the others as inactive; i = inactive; ? = inconclusive; nt = not tested or not shown; & = joins results of further samples; [ ] = another dose, or the depositor's remark. Calls come from the whole dose curve; as a rule, active = well fitted curve in the direction sought with a large enough effect; inconclusive = small, poorly fitted or top-dose-only effect, or another doubt; inactive = no such curve, though single readings can be large; an effect the other way counts as inactive or inconclusive. Potency is the fitted concentration of half-maximal effect. An excerpt; the hit share may differ from the screen's.
# Below each SMILES: EPAC2 antag	FUS suppressor	EPAC1 antag	aSyn yeast inh	EPAC1 ag	PTHR1 agonist	TDP43 rescue	EPAC2 ag
> O=C(c1ccc(COc2ccc(Br)cc2)o1)N1N=C(C(F)F)CC1(O)C(F)F (centres undefined)
→ -24%	17%	-27%	0%	23%	-35%	6%	1%
> O=C1CC(c2ccccc2)Sc2ccccc2N1Cc1ccccc1F (centres undefined)
→ nt	12%	nt	6%	nt	-26%	?	nt
> Cc1ccc(C(=O)Nc2ncc3c(Cl)cccc3n2)cc1
→ 14%	-31%	7%	-20%	-10%	i	-12%	8%
> CCOC(=O)/C(C#N)=C/C=C1/C=CC=CN1C
→ 3%	0%	-5%	-6%	-8%	-4%	-15%[1.82 µM]	9%
> COc1ccc(C2C(C(=O)NCc3ccccn3)CCC(=O)N2c2cc(OC)c(OC)c(OC)c2)cc1 (centres undefined)
→ 3%	7%	6%	4%	-21%	i	-5%	4%
> O=C(CCc1ccccc1)Nc1ccc(S(=O)(=O)NC2=NCCCCC2)cc1
→ -7%	16%	-1%	0%	2%	i	-10%	5%
> CC(C)c1nc(=S)n(-c2ccccc2)[nH]1
→ 18%	-1%	6%	0%	-2%	i	0%	0%
> N#CC1(Nc2ccccc2)C(=O)Nc2ccccc21 (centres undefined)
→ 6%	-2%	7%	5%	1%	-8%[57.5 µM]	-1%	-1%
> NC(=O)C(c1ccc(F)cc1)c1ccc(C(=O)c2ccccc2)cc1 (centres undefined)
→ -23%	-10%	9%	4%	8%	-20%	0%	6%
> CCOC(=O)C1(Cc2cccc(OC)c2)CCCN(C(=O)CCSC)C1 (centres undefined)
→ 2%	9%	-7%	2%	-10%	-9%	2%	4%

# Shown as tab-separated lines: entries from further up
compound	EPAC2 antag	FUS suppressor	EPAC1 antag	aSyn yeast inh	EPAC1 ag	PTHR1 agonist	TDP43 rescue	EPAC2 ag
O=C1CC(c2ccccc2)Sc2ccccc2N1Cc1ccccc1F (centres undefined)	nt	12%	nt	6%	nt	-26%	?	nt
Cc1ccc(C(=O)Nc2ncc3c(Cl)cccc3n2)cc1	14%	-31%	7%	-20%	-10%	i	-12%	8%

# Next structures.
# Below each SMILES: EPAC2 antag	FUS suppressor	EPAC1 antag	aSyn yeast inh	EPAC1 ag	PTHR1 agonist	TDP43 rescue	EPAC2 ag
> COc1ccc(NS(=O)(=O)c2ccc(O)c(NS(=O)(=O)c3ccc(NC(C)=O)cc3)c2)cc1
→ 0%	-1%	-7%	-6%	-4%	-22%	-7%	4%
> O=C(Nc1ccc(Cl)cc1C(F)(F)F)C(Sc1cccc[n+]1[O-])c1ccccc1 (centres undefined)
→ -3%	18%	0%	4%	-13%	-11%	24%	-3%
> S=C(Nc1ccccc1Oc1ccccc1)NC1CCCC1
→ -25%	-19%	-4%	-9%	7%	i	16%	0%
> CCOC(=O)c1sc(NC(=O)c2cc(-c3ccc(C)cc3)nc3ccccc23)c(C#N)c1C
→ -1%	nt	-4%	-45%[inhibitor]	-6%	-15%	?	-9%
> COc1cccc(NC(=O)CCN2C(=O)c3ccccc3Sc3ncccc32)c1
→ 2%	3%&23%	-3%	4%	4%	-61%[inhibitor]	1%&-16%	-2%
> CC1CCCN(C(=O)c2ccc(NC(=O)CC3SC(N4CCCC4)=NC3=O)cc2)C1 (centres undefined)
→ 15%	18%	12%	1%	-4%	i	-15%	-4%
> COc1ccc(C)cc1NC(=O)NNC(=O)c1cc2ccccc2cc1O
→ -5%	33%	3%	-8%	23%	i	18%	-1%
> c1ccc(OCCOCCN2CCc3ccccc3C2)cc1
→ 5%	13%	1%	0%	-6%	i	21%	6%
> Cn1cc([N+](=O)[O-])c(C(=O)Nc2nccs2)n1
→ -5%[57.1 µM]	-13%	-2%	-7%	1%	0%	-1%	17%
> C[C@H](NC(=O)c1ccccc1Cl)C(=O)OCc1cn2cc(Cl)ccc2n1
→ 6%	0%	10%	1%	8%	i	-14%	2%
> O=C1c2ccccc2C(=O)N1c1ccc(Cc2ccncc2)cc1
→ 4%	4%	0%	0%	13%	-25%	-6%	12%
> CN(C(=O)CC1C(=O)NCCN1Cc1ccc(F)c(F)c1)C1CCOCC1 (centres undefined)
→ 2%	-1%	6%	-4%	5%	-4%	-10%	11%
> Cc1ccc(CCNc2ncnc(Cl)c2N)cc1
→ -15%	-13%	8%	-66%[inhibitor]	5%	-37%[inhibitor]	?	5%
> COc1cccc(CNC(=O)C2=C(C)C(=O)OC23CCC(C)CC3)c1 (centres undefined)
→ 6%	9%	-1%	-1%	7%	-23%	19%	6%
> COc1ccc(CC(=O)Nc2ccc(S(=O)(=O)Nc3cc(C)on3)cc2)cc1OC
→ -3%	-9%&14%	-9%	-7%	8%	i	8%	-3%
> Cc1ccc2[nH]ccc(=O)c2c1
→ 13%	-28%	0%	-2%	-2%	-4%	6%	6%
> CN(CCCC1CCCC1)C(=O)c1cc(COc2ccc(F)c(F)c2)on1
→ -25%	28%	-16%	0%	-10%	i	4%	13%
> C[C@@H](C(=O)N1CCNCC1)n1cc(CCC(=O)O)nn1
→ 8%	-10%	-22%	-2%	-5%	-21%	-2%	4%
> O=C(COC(=O)c1cccc(S(=O)(=O)N2CCN(c3ccccc3)CC2)c1)NCC1CCCO1 (centres undefined)
→ 2%	16%	-24%	-4%	-5%	-8%	0%	11%
> Cc1ccc(NC(=O)COC(=O)c2c[nH]c3ccccc23)cc1C
→ 0%	-25%	-9%	1%	-6%	-15%	3%	-1%
> CSc1ccc(CN(C)C(C)C(=O)Nc2ccc(F)c(F)c2F)cc1 (centres undefined)
→ -10%	-30%	1%	0%	4%	-35%[inhibitor]	16%	15%
> COc1ccccc1N1C(=O)[C@@H]2C(C(=O)CN3C(=O)c4ccccc4C3=O)=NN[C@@H]2C1=O
→ 1%	-1%	1%	11%	4%	i	7%	-1%
> CCCCCNC(=O)c1ccc2c(=O)n(CCCN3CCCC3=O)c(=S)[nH]c2c1
→ 39%[activator]	-2%	-10%	-2%	0%	i	17%[9.22 µM]	13%
> COc1ccc2c(c1)CC/C(=C\c1ccc(C)o1)C2=O
→ -20%	10%	-11%	-1%	8%	-15%	18µM*	16%
> COC(=O)c1ccc(NCC(=O)Nc2cc(C)cc(C)c2)cc1
→ 9%	-8%	15%	2%	4%	-4%	24%	2%
> COc1ccc(NC(=O)C2CCCN2C(=O)Oc2ccccc2)cc1 (centres undefined)
→ 4%	4%	-13%	-10%	3%	-37%[inhibitor]	27%	5%
> Cc1ccc(SCc2ccc(C(=O)Nc3ccccc3Br)cc2)cc1
→ 1%	-16%	-6%	2%	7%	-67%[inhibitor]	15%	-3%
> CC(CCl)n1c(=O)c2ccccc2n1S(C)(=O)=O (centres undefined)
→ 0%	-6%	-8%	10%	2%	-4%	?	5%
> COC(=O)CC1C(=O)NCCN1C(=O)CSc1nc2cc(Cl)ccc2o1 (centres undefined)
→ 9%	12%	-19%	-11%	8%	-6%	-9%	2%
> COC(C[C@@H](O)CC(=O)COCc1ccccc1)OC
→ 2%	-17%	4%	4%	5%	-19%	14%	13%
> CCOC(=O)N1CCC(Nc2cccc(SC)c2)CC1
→ 10%	?	7%	1%	3%	-30%	-10%	10%
> O=C(CCC1CCN(Cc2ccc(Cl)cc2)CC1)NC1CC1
→ -1%	0%	-5%	0%	6%	i	10%	4%
> COCCCN(Cc1ccco1)C(=O)CSc1nc2ncccc2[nH]1
→ 5%	-29%	-16%	6%	9%	i	9%	10%
> CCC(C)C(Nc1ncnc2scc(-c3ccccc3)c12)C(=O)O (centres undefined)
→ 0%	5%	-11%	0%	7%	-2%	-4%	0%
> CCC1(c2ccccc2)NC(=O)N(CC(=O)Nc2ccc(OC)nc2)C1=O (centres undefined)
→ 44%[activator]	-2%	113%[activator]	-1%	100µM*	i	-1%	?
> COc1ccc2c(c1)c(CC(=O)OCC(N)=O)c(C)n2C(=O)c1ccc(Cl)cc1
→ -11%	-23%	-8%	0%	-2%	-7%	21%	2%
> CCc1ccc(-c2cc(C)no2)cc1S(=O)(=O)NCc1ccc(OC)c(OC)c1
→ -10%	1%	-10%	7%	-3%	-10%	10%	2%
> CCN(CC(=O)NCc1cccs1)C(=O)c1ccc(OC)c(OC)c1
→ 13%	20%	16%	-2%	0%	-10%	-15%	11%
> Oc1cccc(C(=S)N2CCN(Cc3ccccc3)CC2)c1
→ -2%	-2%	-10%	0%	9%	-2%[57.5 µM]	-16%	2%
> CN(C)/C=C1/NC(=S)NC1=O
→ 12%	-11%	13%	-5%	-1%	i	-29%	3%
> Cc1nnc(SCC(=O)Nc2ccc3c(c2)OCCO3)s1
→ 2%	7%	12%	2%	0%	i	-25%	5%
> CCCn1c(SCC(=O)Nc2ccc(Cl)cc2F)nc(O)cc1=O
→ -9%	6%	-7%	1%	3%	-6%	19%	7%
> C/C=C/c1cccc(-c2nc(C(=O)N3CCCCC3)cc3c2[C@@H](CCO)N(C(=O)NC(C)C)C3)c1
→ 3%	17%	-25%	-12%	3%	-17%	13%	9%
> Cc1[nH]nc(-c2ccc(OCc3cnn(-c4ccccc4)c3)c(C)c2O)c1Oc1ccccc1
→ 1%	-18%	-19%	-5%	9%	-1%	3%	7%
> CNc1cccc(-c2ccccc2C(C)=O)n1
→ 14%	-24%	11%	-2%	11%	-20%	14%	0%
> Cc1c(NC(=S)N/N=C/C=C/c2ccc([N+](=O)[O-])cc2)c(=O)n(-c2ccccc2)n1C
→ 18%	?	-5%	-3%	-2%	i	-27%	4%
> O=C1C=C(N2CCN(c3ccccn3)CC2)C(=O)c2c(O)ccc(O)c21
→ -8%	nt	0%	-3%	-7%	-20%	-57%[inhibitor]	-10%
> CCN1CCN(CC(=O)N2N=C(c3cccs3)CC2c2ccc(OC)c(OC)c2)C(=O)C1=O (centres undefined)
→ -3%	26%	3%	-2%	2%	3%	-10%	20%
